Compound activity deposited in PubChem by National Center for Advancing Translational Sciences (NCATS).
HEK293 tox: kills HEK 293 cells; HEK 293 viability, ATP luminescence (CellTiter-Glo), 48-72 h; Potency, µM (titrated, usually from 115 µM), for the others: top-dose activity change, negative = cytotoxicity, hits mostly inhibitors; 94,000 compounds, 6.6% hits; AID 1345083; note: potency is the fitted concentration of half-maximal effect; nearly all actives have a fitted effect of over 60% in size
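250 HEK 293 cells/well; compound by pintool; incubated 48 or 72 hr at 37 degree Celsius; CellTiter-Glo added, 10 min RT, luminescence imaged.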
3T3 cytotox: kills NIH 3T3 cells | Potency, µM (top dose mostly 96.7 µM), for the others: at the highest dose activity change, negative = cytotoxicity, usual class: inhibitors | 94,000 compounds, 4.3% hits | NIH 3T3 viability, CellTiter-Glo ATP luminescence, 48-72 h; note: potency is the fitted concentration of half-maximal effect; nearly all actives have a fitted effect of over 55% in size
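Cytotoxicity is measured as loss of cellular ATP: NIH 3T3 cells (400/well) are exposed to compound for 48 or 72 hr at 37 °C, then CellTiter-Glo luminescence is imaged after 10 min at room temperature.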
SNCA expr inhib: inhibitors of alpha-synuclein (SNCA) gene expression. HEK-293 SNCA-luciferase knock-in, luminescence, 24 h. Potency, µM (doses to about 57.2 µM), for inactives: at the highest dose activity change, negative = inhibition, usual class: inhibitors. 140,000 compounds, 0.17% hits. AID 1671194;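 note: potency is the fitted concentration of half-maximal effect; plate controls were DMSO cells for no effect and cell-free wells for full effect; nearly all actives have a fitted effect of over 45% in size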
IP6K1 inh: inhibitors of human IP6K1 | IP6K1 kinase, ADP-Glo luminescence, 2 h; active compounds read low | AID 1645851 | 140,000 compounds, 0.81% hits | Q92551 | activity change, % (series mostly up to about 58 µM); in the data active = activity change below about -25%
Target sequence (Q92551 whole entry, looked up): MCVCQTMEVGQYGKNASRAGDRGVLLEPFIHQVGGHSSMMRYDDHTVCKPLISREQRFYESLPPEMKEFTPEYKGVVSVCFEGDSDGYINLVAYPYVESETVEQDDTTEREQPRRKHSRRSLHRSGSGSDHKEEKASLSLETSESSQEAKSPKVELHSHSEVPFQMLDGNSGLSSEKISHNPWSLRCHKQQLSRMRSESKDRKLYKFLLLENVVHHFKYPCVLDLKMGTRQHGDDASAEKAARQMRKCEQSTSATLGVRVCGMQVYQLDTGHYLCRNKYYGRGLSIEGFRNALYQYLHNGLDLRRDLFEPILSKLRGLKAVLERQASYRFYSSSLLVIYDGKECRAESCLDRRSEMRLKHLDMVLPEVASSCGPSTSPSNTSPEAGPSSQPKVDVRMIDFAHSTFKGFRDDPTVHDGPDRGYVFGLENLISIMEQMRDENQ
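ADP-Glo luminescence measures ADP made by human IP6K1 during a 2 h RT reaction with ATP/IP6 (mix at 1.3 mM/130 uM); top library doses 57.5 and 19.1 uM final.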
FLuc inh: inhibitors of firefly (Photinus pyralis) luciferase; P08659; purified P. pyralis luciferase, luminescence, biochemical; Potency, µM (series often up to 115 µM), for the others: top-dose activity change, negative = inhibition, hits mostly inhibitors; 76,000 compounds, 2.5% hits; AID 1347043; note: potency is the fitted concentration of half-maximal effect; nearly all actives have a fitted effect of over 65% in size
Target sequence (P08659 whole entry, looked up): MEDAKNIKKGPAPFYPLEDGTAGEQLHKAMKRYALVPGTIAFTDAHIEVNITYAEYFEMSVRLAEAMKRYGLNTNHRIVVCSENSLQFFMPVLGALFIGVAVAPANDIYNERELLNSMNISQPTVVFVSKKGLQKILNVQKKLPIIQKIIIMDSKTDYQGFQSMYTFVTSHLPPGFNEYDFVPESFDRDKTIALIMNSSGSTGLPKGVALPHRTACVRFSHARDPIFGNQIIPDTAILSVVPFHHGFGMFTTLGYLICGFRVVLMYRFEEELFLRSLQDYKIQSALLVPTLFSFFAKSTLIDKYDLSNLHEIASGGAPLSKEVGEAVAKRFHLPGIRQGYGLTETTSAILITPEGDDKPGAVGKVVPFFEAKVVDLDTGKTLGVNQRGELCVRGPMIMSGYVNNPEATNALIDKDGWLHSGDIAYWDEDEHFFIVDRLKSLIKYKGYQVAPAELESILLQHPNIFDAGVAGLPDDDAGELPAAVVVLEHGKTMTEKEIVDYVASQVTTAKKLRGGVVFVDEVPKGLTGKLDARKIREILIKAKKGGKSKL
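Biochemical qHTS: compound (6-point titration) added to 10uM D-luciferin plus 10uM ATP in Tris acetate pH 7.5 buffer with Mg, Tween-20 and BSA, then purified enzyme at 10nM; light output imaged.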
SNCA viab count: reduces viability of HEK-293 SNCA reporter cells; HEK-293-SNCA-luc viability, GF-AFC fluorescence, 24 h; Potency, µM (top dose mostly 57.1 µM), for inactives: top-dose activity change, negative = cytotoxicity, actives largely listed as cytotoxic; 150,000 compounds, 0.12% hits;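 note: potency is the fitted concentration of half-maximal effect; 0% = DMSO-treated cells and -100% = medium-only wells without cells; nearly all actives have a fitted effect of over 30% in size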
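HEK-293-SNCA-luc cells (1500/well) plated 24 h, then exposed 24 h to a dilution series; GF-AFC added 30 min at 37C, fluorescence 405/540 nm; normalised to medium-only and DMSO wells, Hill fit.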
GPT2 inhibitor: inhibitors of human GPT2 alanine aminotransferase. Q8TD30. Recombinant GPT2, coupled pyruvate oxidase/HRP Amplex Red fluorescence. Potency, µM (titrated, usually from 57.7 µM), for the others: at the highest dose activity change, negative = inhibition, actives largely listed as inhibitors. 100,000 compounds, 0.25% hits. AID 1671188; note: potency is the fitted concentration of half-maximal effect; nearly all actives have a fitted effect of over 60% in size; many of its hits are not listed in these tables
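Recombinant GPT2 (10ng/uL) with 250uM a-KG and 2mM L-alanine, 30 min at room temperature, in HEPES pH 7.5 buffer. Pyruvate detected by pyruvate oxidase/HRP/Amplex Red fluorescence after 30 min in the dark; AOA (50uM) as positive control.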
* marks the source's active call; other numbers are inactive results; i = inactive; ? = inconclusive; . = not tested or not shown; & = joins results of further samples; [ ] = another dose, or the depositor's remark. Unless noted, calls come from the whole dose curve; as a rule, active = well fitted curve in the direction sought with a large enough effect; inconclusive = small, poorly fitted or top-dose-only effect, or another doubt; inactive = no such curve, though single readings can be large; an effect the other way counts as inactive or inconclusive. Unless noted, % is set by controls: 0 for no effect and ±100 for the full control effect.

compound,HEK293 tox,SNCA viab count,SNCA expr inhib,3T3 cytotox,GPT2 inhibitor,IP6K1 inh,FLuc inh
Cc1ccccc1OCC(=O)Nc1cc(-c2cccc(Br)c2)nn1-c1ccccc1,.,5.6%,1.1%,.,.,32.4,.
Cc1cccc(CNC(=O)C2Cn3cccc3C(=O)N2Cc2cccnc2)c1 (configuration not stated),i,-6.5%,?,-5.4%,-7.4%,-8.4,-2.0%
CCOC(=O)c1c(NC(=O)COc2ccc(OC)cc2)sc(C(=O)N(CC)CC)c1C,.,?,?,.,.,-7.8,.
CCc1ccc(NC(=O)Nc2nnc(N(C)C3CCCCC3)s2)cc1,.,10.9%,20.3%,.,.,-6.2,.
CN1CCN(CCc2noc(C3CCCCCN3C)n2)CC1 (configuration not stated),i,-7.1%,-7.1%,i,i,2.3,9.0%
CC1(C)CN(C(=O)Cn2cc(C(F)(F)F)ccc2=O)C[C@]1(C)O,-2.3%,-2.4%,-5.4%,3.2%,-8.4%,-4.8,-2.2%
Cc1c(C)n(Cc2ccc(F)cc2)c2ccc(C(=O)Nc3ccc(Cl)cc3)cc12,.,-24.9%,10.9%,.,.,11.6,.
CCNC(=O)N1CCCC1c1noc(CCC(=O)NC2CCCC2)n1 (configuration not stated),9.4%,0.3%,-24.6%,-2.8%,i,2.5,5.4%
CNC(=O)[C@@H](Cc1ccccc1)N1CCC[C@H]1C(=O)N1CCOCC1,-2.0%[172 µM],7.0%[87.6 µM],-2.4%[87.6 µM],0.1%[174 µM],i,13.3,13.9%[172 µM]
O=C(COc1ccccc1)Nc1ccc(OCc2cc(=O)n3ccsc3n2)cc1,.,5.9%,-20.8%,.,.,-10.1,.
COc1ccc(Cn2c(C(=O)O)c(CNC3CCCC3)c3ccc(OC)cc32)cc1,.,-27.0%,-21.2%,.,.,-2.6,.
O=C(CCCn1c(=O)c2sccc2n(Cc2ccc(Cl)cc2)c1=O)NCc1ccc2c(c1)OCO2,.,2.2%,13.7%,.,.,-4.7,.
CC(=O)Nc1cccc(NC(=O)CSc2cn(CC(=O)N3CCCC3)c3ccccc23)c1,.,0.2%,9.9%,.,.,13.1,.
O=C(Cc1ccsc1)N1CCC2(CC1)CN(Cc1ccccc1)CC2CO (configuration not stated),?,-1.0%,?,?,i,18.1,-6.9%
COc1ccc(N2CCN(c3cc(C)nc4nncn34)CC2)cc1,.,-0.7%,4.0%,.,.,8.4,.
COc1ccc(NC(=O)Cn2nc(C)c3c(C)n(-c4ccccc4)nc3c2=O)cc1OC,.,-14.9%,-11.5%,.,.,39.0,.
Cc1ccc(CNC(=O)CN2C(=O)C3(SCC(=O)N3c3ccc(F)c(F)c3)c3ccccc32)cc1 (configuration not stated),.,-0.1%,-15.7%,.,.,12.0,.
Cc1ccc2oc(=O)n(CCC(=O)N3CCc4c(nc(C)[nH]c4=O)C3)c2c1,0.1%,12.5%,-16.8%,-3.6%,-7.0%[11.5 µM],3.7,-1.6%
OCCn1cc(-c2cnc3nnn(Cc4ccc5ncccc5c4)c3n2)cn1,.,0.0%&-0.8%,-6.6%,.,?,-11.7,.
Cc1cccc(N2CCN(C(=O)CSCc3ccc(F)cc3)CC2)c1C,.,-7.2%,116.3%[activator],.,.,-10.3,.
COc1ccc(CN2C=C(C(=O)OCc3noc(-c4ccccc4F)n3)C(C)=NS2(=O)=O)cc1,?,-5.4%,?,?,1.3%,-2.2,-15.4%
Cc1cn2nc(C(=O)Nc3ccc4c(c3)OCCO4)cc2c(N2CCCC2)n1,?,-12.8%,1.5%,?,i,7.8,-13.4%
CC(C)CCN1CCC2(C1)C(=O)N(c1ccccc1)c1ccccc12 (configuration not stated),?,-15.2%,-17.1%,?,i,-13.6,.
CC(=O)c1ccc(N2CCN(C(=O)Nc3ccc(C(C)C)cc3)CC2)cc1,.,1.3%,-0.8%,.,.,-7.0,.
C=CCNC(=O)c1cccn2nccc12,-24.4%[230 µM],-0.6%[87.6 µM],?,1.8%[174 µM],i,5.9,3.4%[230 µM]
Cc1cccc(C(=O)N2C(C(=O)NCc3ccc4c(c3)OCO4)COC23CCC(C)CC3)c1 (configuration not stated),?,-8.9%,-17.2%,?,i,-8.8,-6.9%
CC(C)CN1C(=O)c2cccn2CC1C(=O)NCc1ccc(Cl)cc1 (configuration not stated),-15.0%,-2.3%,?,-1.2%,2.7%,-3.0,-4.1%
CC(C)C[C@@H]1N[C@H](C(=O)NCCCN2CCCC2=O)Cc2c[nH]c3cccc1c23,?,2.5%[87.6 µM],-9.5%[87.6 µM],-17.1%[174 µM],i,6.6,0.9%[172 µM]
Cc1ccc(CN2CCOc3ccc(C(=O)NCc4ccccc4F)cc3C2)o1,?,4.3%,-13.5%,-32.3%,1.0%,17.1,7.5%
O=C(O)c1cc2c(s1)CN(C1CCCC1)C2,-4.5%,-2.1%,16.7%,-9.8%,-2.0%,-8.3,-9.1%
CCOc1ccccc1C(=O)N1CC(=O)Nc2ccc(C)cc2C1c1ccccc1 (configuration not stated),.,-12.6%,-5.2%,.,.,6.8,.
COc1ccc(CCNC(=O)c2cc3c(N4CCSCC4)nc(C)cn3n2)cc1OC,?,-13.2%,-10.0%,?,0.9%,10.4,-0.1%

2 entries from above, as labelled records:
SMILES: COc1ccc(N2CCN(c3cc(C)nc4nncn34)CC2)cc1
  HEK293 tox: .
  SNCA viab count: -0.7%
  SNCA expr inhib: 4.0%
  3T3 cytotox: .
  GPT2 inhibitor: .
  IP6K1 inh: 8.4
  FLuc inh: .

SMILES: COc1ccc(NC(=O)Cn2nc(C)c3c(C)n(-c4ccccc4)nc3c2=O)cc1OC
  HEK293 tox: .
  SNCA viab count: -14.9%
  SNCA expr inhib: -11.5%
  3T3 cytotox: .
  GPT2 inhibitor: .
  IP6K1 inh: 39.0
  FLuc inh: .

Going on with the list.
compound,HEK293 tox,SNCA viab count,SNCA expr inhib,3T3 cytotox,GPT2 inhibitor,IP6K1 inh,FLuc inh
CCn1cnnc1CC1CCCNC1 (configuration not stated),4.9%,7.2%,7.4%,i,i,11.3,-10.2%
COCCN1C(=O)c2cccn2CC1CNC(=O)C1CCC1 (configuration not stated),1.7%,-4.2%,-0.5%,-7.3%,1.2%,29.2,-6.6%
O=C(O)c1ccc(CC2CCN(Cc3ccccn3)C2)cc1 (configuration not stated),-1.3%,-11.0%,5.5%,2.4%,-21.2%,1.1,3.3%
CCc1ccc(NC(=O)C2CC(=O)N(c3n[nH]c4cccc(F)c34)C2)cc1 (configuration not stated),-15.7%,11.7%,-3.7%,-0.1%,-1.6%,-4.5,-5.4%
CCc1ccc(NC(=O)C2CCc3nc(N4CCN(C(=O)C(C)C)CC4)sc3C2)cc1 (configuration not stated),?,-0.5%,2.0%,-18.8%,i,16.5,-17.1%
CN(Cc1ccccc1)C(=O)c1cc(-c2ccccc2C(F)(F)F)nc2c1cnn2C,?,.,.,?,.,-0.8,.
CC(CN(C)C)CN1c2ccccc2CCc2ccccc21 (configuration not stated),.,-10.3%,-6.6%,.,0.2%,5.5,.
O=C(N1CCC2(CC1)CN(c1ccncn1)CC2CO)C1(c2ccccc2)CC1 (configuration not stated),-17.5%,-1.6%[12.5 µM],?,?,-18.0%,11.6,-13.0%
COc1ccc2c(c1)CN(C(=O)COCc1ccccc1)CC[C@H]1COC(=O)N21,-1.4%[172 µM],-0.9%[87.6 µM],9.6%[87.6 µM],i,i,-13.5,2.5%[172 µM]
O=C(CCc1ccc2c(c1)OCO2)N[C@H](c1cccs1)C1CC(O)C1 (some centres not stated),-1.6%,2.7%,-6.4%,-0.2%,1.7%,-3.9,7.8%
CCN(CC)c1ccc(NC(=O)c2cccn2-c2nnc(N3CCCCC3)s2)c(C)c1,.,?,-15.5%,.,.,-2.6,.
O=C(N1CCC(N[S+](=O)([O-])Cc2ccccc2F)CC1)N1CC2CC(C1)[C@H]1CCCC(=O)N1C2 (some centres not stated),7.8%,-4.1%,3.1%,i,0.0%,5.5,1.9%
O=C(O)c1cccc(CC2CCN(C(=O)CCCN3CCCCC3=O)C2)c1 (configuration not stated),?,?,0.0%,-9.8%,i,5.7,-4.6%
CCC(=O)N1Cc2ccccc2CC2(CCCN2Cc2ccccn2)C1 (configuration not stated),-11.9%,-3.0%,14.1%,-15.2%,i,-2.0,.
COCCNC(=O)CSc1nc(-c2cc(OC)c(OC)c(OC)c2)[nH]c1-c1ccc(Cl)cc1,.,-26.6%,?,.,.,36.7,.
CCn1ccc(C(=O)N2CCC3(CC2)CC(OCC2CC2)CCO3)n1 (configuration not stated),12.0%,-19.7%[12.5 µM],0.0%,4.3%,i,0.2,-4.0%

Compounds shown so far that have a CF3 group (2):
compound,HEK293 tox,SNCA viab count,SNCA expr inhib,3T3 cytotox,GPT2 inhibitor,IP6K1 inh,FLuc inh
CC1(C)CN(C(=O)Cn2cc(C(F)(F)F)ccc2=O)C[C@]1(C)O,-2.3%,-2.4%,-5.4%,3.2%,-8.4%,-4.8,-2.2%
CN(Cc1ccccc1)C(=O)c1cc(-c2ccccc2C(F)(F)F)nc2c1cnn2C,?,.,.,?,.,-0.8,.

Remaining list, next part.
compound,HEK293 tox,SNCA viab count,SNCA expr inhib,3T3 cytotox,GPT2 inhibitor,IP6K1 inh,FLuc inh
CN(C)CCN(C)[C@H]1[C@@H]2OC[C@@H](O2)[C@@H](NCc2cnc3ccccc3c2)[C@@H]1O,i,7.6%[87.6 µM],16.4%[87.6 µM],2.4%[174 µM],-4.8%[88.5 µM],3.5,7.6%[172 µM]
Cn1nc(-c2ccc3c(c2)OCCO3)nc1N1CCCCC1,-3.9%,-1.7%,32.8%[activator],?,i,-8.4,3.98µM*
O=C(NCc1ccccc1Cl)c1cnc(N2CCCCC2)c2ccccc12,.,2.4%,-8.8%,.,.,-5.3,.
Cc1cc(C)cc(-c2ccc(CN3CCCC(NC(=O)c4cccnc4)C3)cc2)c1 (configuration not stated),20µM*,-8.3%,-25.8%,20µM*,-20.2%,-1.2,.
O=C(c1ccc(Cn2cccn2)o1)N1CCC2(CCNCC2)CC1,-13.4%,-12.8%,6.2%,-21.5%,-6.1%,13.8,20.3%
CCNC(=O)N[C@H]1CC[C@]2(C)CCC([C@H](C)C(=O)N(C)CCC#N)[C@H](O)[C@H]2[C@@H]1C (some centres not stated),-11.0%[172 µM],-2.0%[87.6 µM],-2.8%[87.6 µM],-13.3%[174 µM],2.0%[88.5 µM],5.3,3.4%[172 µM]
